Screening data as filed in PubChem.
TGFb SMAD3 inh – TGF-b pathway inhibition; 410,000 compounds, 1.2% hits; HepG2 CAGA-GFP TGF-b/SMAD3 reporter, GFP fluorescence, 18 h; TGF-beta stimulated, 500 pg/mL final; Potency, µM (doses to about 46.1 µM), inactives show at the top dose activity, negative = inhibition, actives largely listed as inhibitors; further: potency means the concentration at half of the fitted maximal effect; on the % scale 0 is the no-effect control and ±100 the full control effect; nearly all actives have a fitted effect of over 65% in size
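Read-out: total well GFP (ex488/em500-530) summed from mean per-cell fluorescence. Cells: HEPG2 CAGA-GFP, 1% FBS DMEM, 18 h at 37 degrees C with 500 pg/mL final TGF-beta. Unstimulated wells served as the full-inhibition control; stimulated DMSO wells = 0%.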
HepG2 tox – HepG2 cytotoxicity, counter-screen for TGF-b inhibitors. HepG2 CAGA-GFP viability, ATP luminescence, 18 h. Potency, µM (highest dose often 46.1 µM), inactives show at the highest dose activity change, negative = cytotoxicity, actives largely listed as cytotoxic. 410,000 compounds, 0.76% hits. AID 588856; further: potency means the concentration at half of the fitted maximal effect; some results filed as inactive show a strong effect at the top dose
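CellTiter-Glo luminescence gave cytotoxicity after 18 hours at 37 degrees C. The cells were HepG2 CAGA-GFP in 1% FBS DMEM, stimulated with 500 pg/mL TGF-beta after compound addition. %Activity was normalised to no-cell wells (complete cell-killing) and DMSO (no toxicity), and curves were fitted and classified.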
MCF10A rerep – induces DNA re-replication in MCF 10a normal breast cells; MCF 10A DNA re-replication, Hoechst nuclear intensity, 48 h; Potency, µM (series often up to 46.1 µM), inactives show at the highest dose activity, positive = re-replication, hits mostly activators; 350,000 compounds, 2.9% hits; AID 624296; further: potency means the concentration at half of the fitted maximal effect; % of control where 0% means no effect; nearly all actives have a fitted effect of over 50% in size
Nrf2 inh – inhibitors of Nrf2 signaling. A549 ARE-Fluc reporter, luciferase luminescence, 18-24 h. Potency, µM (series often up to 46 µM), without a hit: top-dose activity change, negative = inhibition, usual class: inhibitors. 360,000 compounds, 2.1% hits. AID 504444; further: potency means the concentration at half of the fitted maximal effect; on the % scale 0 is the no-effect control and ±100 the full control effect; nearly all actives have a fitted effect of over 60% in size
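Reporter: ARE-Fluc in A549. Exposure: 18-24 h, 37 °C, 5% CO2, 5% FBS OPTI-MEM. Readouts: fluorescent cytotoxicity (CellTiter-Fluor), then luminescent Nrf2 signal after BugLite.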
ATXN2 expr inh – reduces ATXN2 reporter expression in HEK-293 cells; HEK-293 ATXN2-luciferase reporter, luminescence, 24 h; Potency, µM (doses to about 57 µM), for the others: top-dose activity change, negative = inhibition, actives largely listed as inhibitors; 360,000 compounds, 0.72% hits; further: potency means the concentration at half of the fitted maximal effect; on the % scale 0 is the no-effect control and ±100 the full control effect; nearly all actives have a fitted effect of over 55% in size
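ATXN2-luciferase reporter cells (luciferase flanked by upstream and downstream ATXN2 gene portions) were treated 24 h at 37 °C with compounds at up to 57 uM. SteadyGlo luminescence gave expression; GF-AFC fluorescence gave viability.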
A549 tox – A549 cytotoxicity, counter-screen for Nrf2 inhibitors; AID 504648; Potency, µM (series often up to 46 µM), inactives show top-dose activity change, negative = cytotoxicity, most hits filed as inhibitors; A549 ARE-Fluc cells, CellTiter-Fluor viability, 18-24 h; 390,000 compounds, 0.16% hits; further: potency means the concentration at half of the fitted maximal effect; on the % scale 0 is the no-effect control and ±100 the full control effect
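A549 ARE-Fluc cells in 5% FBS OPTI-MEM, 5000 cells/well, rested 2 h then exposed to compounds in concentration-response for 18-24 h at 37 °C. Viability by CellTiter-Fluor fluorescence (Ex 405/Em 525) after 30 min; luciferase luminescence (BugLite, 15 min, RT) read afterwards.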
Nrf2 ARE act – Nrf2 pathway activation; AREc32 ARE-luciferase reporter (MCF7-derived line), luminescence, 24 h; Potency, µM (top dose mostly 46.1 µM), for the others: at the highest dose activation, actives largely listed as activators; 410,000 compounds, 0.31% hits; AID 624171; further: potency means the concentration at half of the fitted maximal effect; % of control where 0% means no effect; nearly all actives have a fitted effect of over 65% in size
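Cells of the AREc32 ARE-luciferase line are plated in OPTI-MEM containing 5% FBS and left overnight at 37 deg C. Compounds are pinned in, incubation continues 24 hr, and firefly luciferase signal is then measured.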
S2 tox – viability counter-screen for ATXN expression inhibitors; S2 cells (HEK-293 line with an ATXN2-luciferase reporter) viability, CellTiter-Fluor protease fluorescence, 24 h; Potency, µM (highest dose often 56.7 µM), hits mostly cytotoxic; 400,000 compounds, 0.49% hits; further: potency means the concentration at half of the fitted maximal effect; nearly all actives have a fitted effect of over 40% in size
IL-1B inflam inh – blocks inflammasome-driven IL-1 beta release. THP-1 LPS/ATP IL-1B secretion, AlphaLISA, 16 h; hits give low values. activity change, % at 57.5 µM. 360,000 compounds, 4.7% hits; in the data active means activity change below about -50%; inconclusive means mostly about -30% to -49%; further: on the % scale 0 is the no-effect control and ±100 the full control effect
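Secreted IL-1B measured by AlphaLISA bead assay after 16 h compound exposure of THP-1 cells; compounds (final up to 57.5 uM) added 1 h before LPS (250 ng/mL) and ATP (1.25 mM) stimulation; lower signal means less secretion.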
Starred values were filed as active, the others as inactive; i = inactive; ? = inconclusive; . = not tested or not shown; & = joins results of further samples; [ ] = dose if it differs, or a comment. Unless noted, the call rests on the fitted dose curve; in most records, active means well fitted curve in the direction sought with a large enough effect; inconclusive means small, poorly fitted or top-dose-only effect, or another doubt; inactive means no such curve, though single readings can be large; an effect the other way counts as inactive or inconclusive.

#	molecule	TGFb SMAD3 inh	HepG2 tox	MCF10A rerep	Nrf2 inh	ATXN2 expr inh
1	O=S(=O)(Nc1cccc2ccccc12)c1cccs1	6.7%	2.2%	-0.7%	5.9%	29.3%
2	CN(C(=S)Nc1cccnc1)c1ccc(O)cc1	-22.6%	-13.1%	2.4%	13.0%	-20.8%
3	N#C/C(=C\c1ccc(-c2ccccc2C(=O)O)o1)c1nc2ccccc2[nH]1	?	-11.8%&-64.5%	?	?	-11.0%&-29.3%
4	Cn1ccsc1=NC(=O)c1cccc(C#N)c1	7.6%	5.8%	4.3%	?	15.9%
5	CC(=O)C1=C(C)OC(N)=C(C#N)C1c1ccncc1 (stereo not given)	2.6%	-13.1%	5.5%	-14.0%	3.3%
6	N#CC1=C(N)N(c2ccccc2)C2=C(C(=O)CCC2)C1c1ccsc1 (stereo not given)	-2.1%	-27.6%	9.1%	6.7%	13.3%
7	COC(=O)c1nonc1NCn1nnc2ccccc21	12.5%	10.9%	24.8%	-0.7%	-15.3%
8	Cc1c(C(=O)OCC(=O)N2CC(C)OC(C)C2)oc2ccc(Br)cc12 (stereo not given)	3.8%	-2.2%	16.2%	-21.2%	-4.7%
9	O=C(CSc1nc2c(cnn2-c2ccccc2)c(=O)[nH]1)NC1CCS(=O)(=O)C1 (stereo not given)	0.3%	1.8%	-1.4%	-5.2%	.
10	COC(=O)c1cc(C(=O)OCC(=O)NC2CCS(=O)(=O)C2)cc([N+](=O)[O-])c1 (stereo not given)	5.6%	-0.6%	-1.6%	-0.2%	2.7%

#	A549 tox	Nrf2 ARE act	S2 tox	IL-1B inflam inh
1	-0.6%	0.4%	i	36.7
2	-1.3%	2.9%	i	5.3
3	?	2.7%&-0.8%	.	?
4	-0.5%	0.2%	i	-25.1
5	-1.5%	16.9%	i	?
6	-1.6%	?	i	-20.9
7	-10.2%	-0.6%	i	8.1
8	0.0%	-0.7%	i	-24.0
9	-9.3%	-0.6%	i	7.2
10	-0.8%	-0.2%	i	-9.3

Gathered by group: the compounds so far containing an NH in an aromatic ring.
#	molecule	TGFb SMAD3 inh	HepG2 tox	MCF10A rerep	Nrf2 inh	ATXN2 expr inh
3	N#C/C(=C\c1ccc(-c2ccccc2C(=O)O)o1)c1nc2ccccc2[nH]1	?	-11.8%&-64.5%	?	?	-11.0%&-29.3%
9	O=C(CSc1nc2c(cnn2-c2ccccc2)c(=O)[nH]1)NC1CCS(=O)(=O)C1 (stereo not given)	0.3%	1.8%	-1.4%	-5.2%	.

#	A549 tox	Nrf2 ARE act	S2 tox	IL-1B inflam inh
3	?	2.7%&-0.8%	.	?
9	-9.3%	-0.6%	i	7.2

More results follow.
#	molecule	TGFb SMAD3 inh	HepG2 tox	MCF10A rerep	Nrf2 inh	ATXN2 expr inh
11	O=C(O)c1ccc(Nc2nc(-c3cccnc3)cs2)cc1O	1.1%	-16.0%	-14.2%	6.6%	.
12	Cc1cc(C)cc(N2C(=O)CC(n3ccnc3)C2=O)c1 (stereo not given)	25.9%	13.9%	0.3%	.	2.1%
13	CN(C)CCOC(=O)CC12CC3CC(C1)CC(CC(=O)OCCN(C)C)(C3)C2	11.9%	-23.6%	-0.1%	12.8%	-23.1%
14	CCCCCC1CC(CC(=O)O)C(=O)O1 (stereo not given)	3.1%	5.8%	-2.0%	-7.8%	-23.1%
15	Cc1nc(-c2ccc(O)c(O)c2)cs1	5.3%	-7.7%	?	9.3%	0.6%
16	O=C(O)CC1SC(=Nc2cccc(C(F)(F)F)c2)NC1=O (stereo not given)	1.0%	-17.6%	-4.8%	-7.8%	-1.7%
17	O=c1c([N+](=O)[O-])c(N2CCOCC2)c2ccccc2n1Cc1ccccc1	-0.8%	-17.4%	12.3%	6.2%	-18.2%
18	O=C(N/N=C/c1cccc2ccccc12)c1cc(C2CC2)[nH]n1	0.1%	3.6%	3.0%	5.8%	.
19	CCCOc1ccc(-c2c(C(=O)N/N=C/c3ccccc3OCC)nnn2-c2nonc2N)cc1	3.9%	-1.8%	0.4%	1.3%	-5.0%
20	CC(=O)NC(CC(=O)NC12CC3CC(CC(C3)C1)C2)c1ccccc1 (stereo not given)	3.9%	-3.5%	21.2%	15.6%	8.3%

#	A549 tox	Nrf2 ARE act	S2 tox	IL-1B inflam inh
11	6.0%	-0.2%	i	-1.1
12	2.0%	-1.4%	i	-4.9
13	1.5%	0.0%	i	?
14	-7.7%	0.3%	i	23.8
15	-1.3%	7.8%	i	12.8
16	-6.6%	0.5%	i	36.2
17	13.8%	-0.4%	i	-19.6
18	-3.0%	-0.5%	i	-10.3
19	3.1%	-0.4%	i	32.2
20	-2.0%	0.1%	i	12.5

(listing goes on)
#	molecule	TGFb SMAD3 inh	HepG2 tox	MCF10A rerep	Nrf2 inh	ATXN2 expr inh
21	CCCCCCC(=O)c1c(C)[nH]c(C(=O)OCC)c1C	1.1%	-33.7%	11.3%	-15.4%	39.4%[activator]
22	O=[N+]([O-])c1nn(-c2ccc3c(c2)OCCO3)n(O)c1=NCc1ccc(F)cc1Cl	1.9%	-3.4%	-8.5%	?	5.0%
23	CC1CCCC(NC(=O)CCC(=O)c2ccc(F)cc2)C1C (stereo not given)	0.2%	2.9%	0.6%	0.3%	1.2%
24	O=c1ccn([C@@H]2O[C@H](CNCc3ccc(-n4cccn4)cc3)[C@@H](O)[C@H]2O)c(=O)[nH]1	-9.7%	6.3%	-0.6%	9.4%	2.7%
25	NC(=O)c1oc2ccccc2c1NC(=O)C1COc2ccccc2O1 (stereo not given)	2.4%	9.1%	5.1%	-3.3%	-6.7%
26	O=S(=O)(CCc1nc2ccccc2[nH]1)c1ccc(Cl)cc1	-2.0%	19.1%	?	-21.2%	30.0%
27	O=C(Cc1ccc(Cl)cc1)Nc1ccc(Br)cc1	-11.4%	0.0%	0.5%[9.22 µM]	-5.5%	-5.9%
28	CN(C)C(=O)c1ccc(-c2nnc(OCc3nc4ccccc4n3C)c3ccccc23)cc1	1.5%	-3.6%	5.0%	-0.8%	8.0%
29	O=C(CCSc1ccc(Cl)cc1)c1cccs1	0.0%	-14.8%	?	-17.1%	-1.1%
30	Cc1cccc2c1c1ccc3c(c1n2C)C(=O)C=CC3=O	15.8µM*	-37.1%	?	-15.8%	.

#	A549 tox	Nrf2 ARE act	S2 tox	IL-1B inflam inh
21	?	3.9%	i	?
22	-12.4%	3.1%	i	-10.9
23	0.3%	-0.6%	i	-18.4
24	1.7%	-0.2%	i	3.6
25	-15.8%	4.7%	i	-18.4
26	-1.1%	5.4%	i	0.0
27	0.8%	2.9%	i	-19.2
28	-0.5%	-0.7%	i	13.9
29	-6.5%	?	i	-106.4*
30	-7.1%	3.4%	i	9.9

The results go on.
#	molecule	TGFb SMAD3 inh	HepG2 tox	MCF10A rerep	Nrf2 inh	ATXN2 expr inh
31	CCOc1ccc(C2C(C(=O)c3ccco3)=C(O)C(=O)N2Cc2cccnc2)cc1 (stereo not given)	2.6%	-3.4%	-0.4%	-9.1%	-4.2%
32	CN(C)c1ccc(C(=O)OCC(=O)Nc2cccc(S(=O)(=O)N3CCCC3)c2)cc1	-3.8%	-1.1%	9.6%	?	2.4%
33	CN(C)/C=N/c1sc2c(c1C#N)CCCC2	12.9%	-20.8%	-2.6%	?	16.0%
34	CCOC(=O)CSc1nnc(CNc2nc(-c3ccccc3)cs2)n1C	1.8%	-37.3%	8.2%	.	-9.3%
35	COc1ccc(CCNC(=O)C2CC(c3ccc([N+](=O)[O-])cc3)=NO2)cc1 (stereo not given)	-4.7%	-17.2%	1.8%	?	27.8%
36	CCOC(=O)c1c(C)[nH]c(C(=O)OCC(=O)Nc2ccccc2)c1C	-20.5%	-9.2%	-5.3%	?	.
37	CCCCC(CC(C)O)c1n[nH]c(=S)n1-c1ccccc1 (stereo not given)	0.7%	12.7%	4.2%	21.5%	-7.2%
38	CCOC(=O)N1CCN(C(=O)C2CCN(S(=O)(=O)N3CCC4(CC3)OCCO4)CC2)CC1	11.0%	15.1%	1.0%	4.6%	10.9%
39	O=C1CC(=C2c3ccccc3-c3ccccc32)C(=O)N1CCN1CCN(c2ccccc2)CC1	-16.3%	-20.9%	2.6%	14.7%	1.4%
40	CCNC(=O)/C(=C/c1cccc([N+](=O)[O-])c1)NC(=O)c1ccc(C)cc1	1.6%	10.1%	10.9%	3.2%	.

#	A549 tox	Nrf2 ARE act	S2 tox	IL-1B inflam inh
31	-10.0%	0.3%	i	6.6
32	-8.2%	3.9%	i	-0.2
33	4.7%	3.7%	?	-13.2
34	-2.0%	0.0%	i	5.2
35	-0.1%	4.8%	i	21.4
36	7.9%	-0.2%	i	-15.0
37	6.9%	-0.2%	i	-7.6
38	0.7%	-0.7%	i	24.1
39	1.1%	2.0%	i	-18.8
40	-0.2%	-0.1%	i	-3.4

The results go on:
#	molecule	TGFb SMAD3 inh	HepG2 tox	MCF10A rerep	Nrf2 inh	ATXN2 expr inh
41	COc1cccc(C(=O)Nc2cc(NC(=O)c3ccco3)ccc2OC)c1	3.1%	-11.9%	5.1%	-23.6%	-1.2%
42	CC(C)CC(N)c1csc(Nc2ccc(C(=O)c3ccccc3)cc2)n1 (stereo not given)	17.8µM*	15.8µM*	.	.	?
43	COc1ccc(NC(=O)CSC2=Nc3ccccc3C3=NC(CC(=O)NCc4ccccc4OC)C(=O)N23)cc1Cl (stereo not given)	-29.1%	-24.6%	.	7.3%	-5.9%
44	COc1ccc(COC(=O)c2ccc(Br)c(S(=O)(=O)N3CCOCC3)c2)cc1F	-25.1%	-51.7%	17.9%	-8.3%	-20.1%

#	A549 tox	Nrf2 ARE act	S2 tox	IL-1B inflam inh
41	0.8%	-0.3%	i	-10.0
42	.	-4.1%	?	-59.2*
43	-3.0%	4.4%	?	.
44	2.2%	2.7%	i	5.5
